TLR4-MyD88 BLA – inhibitors of human TLR4-MyD88 binding. inhibition, % at 8.4 µM. HeLa CL3-4 TLR4/MyD88 BLA complementation, FRET ratio. 200,000 compounds, 0.18% hits. AID 861. O00206+Q99836; in the data active means inhibition above about 25%;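 further: 0% = vehicle and 100% = reference inhibitor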
S1P3 antagonist – blocks the human S1P3 receptor. CHO S1P3 NFAT-BLA reporter, FRET fluorescence, antagonist mode. inhibition, % at 4.98 µM. 170,000 compounds, 0.27% hits. AID 485;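 active means inhibition above the plate cutoff, the mean inhibition of test wells on that plate plus 3 SD, cut at about 28% in these data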;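 further: cells challenged with S1P at its EC80 of 0.8 µM; blue over green emission ratio from cleaved BLA substrate after 4 h stimulation; 0% = S1P-stimulated wells and 100% = unstimulated DMSO-only wells; some compounds past the cut are filed as inactive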
Target sequence (Q99500 whole entry, looked up): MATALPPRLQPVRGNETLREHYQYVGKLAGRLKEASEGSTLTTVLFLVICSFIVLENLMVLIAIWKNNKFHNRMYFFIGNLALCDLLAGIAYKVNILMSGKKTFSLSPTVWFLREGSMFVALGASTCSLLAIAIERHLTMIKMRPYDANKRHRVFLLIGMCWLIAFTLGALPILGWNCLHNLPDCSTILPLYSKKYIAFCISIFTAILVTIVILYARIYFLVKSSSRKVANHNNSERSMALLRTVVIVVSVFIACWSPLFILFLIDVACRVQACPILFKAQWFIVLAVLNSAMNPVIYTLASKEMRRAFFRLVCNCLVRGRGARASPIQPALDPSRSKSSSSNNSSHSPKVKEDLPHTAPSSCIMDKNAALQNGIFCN
PPARg SRC2 recr – PPARgamma-driven SRC-2 recruitment agonism; activation, % at 8 µM; 200,000 compounds, 0.34% hits; AID 1032; P37231; PPARgamma LBD-SRC-2 recruitment, biochemical; in the data active means activation above about 22%;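 further: 0% = vehicle and 100% = reference agonist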
Target sequence (P37231 whole entry, looked up, the tested form may be a part): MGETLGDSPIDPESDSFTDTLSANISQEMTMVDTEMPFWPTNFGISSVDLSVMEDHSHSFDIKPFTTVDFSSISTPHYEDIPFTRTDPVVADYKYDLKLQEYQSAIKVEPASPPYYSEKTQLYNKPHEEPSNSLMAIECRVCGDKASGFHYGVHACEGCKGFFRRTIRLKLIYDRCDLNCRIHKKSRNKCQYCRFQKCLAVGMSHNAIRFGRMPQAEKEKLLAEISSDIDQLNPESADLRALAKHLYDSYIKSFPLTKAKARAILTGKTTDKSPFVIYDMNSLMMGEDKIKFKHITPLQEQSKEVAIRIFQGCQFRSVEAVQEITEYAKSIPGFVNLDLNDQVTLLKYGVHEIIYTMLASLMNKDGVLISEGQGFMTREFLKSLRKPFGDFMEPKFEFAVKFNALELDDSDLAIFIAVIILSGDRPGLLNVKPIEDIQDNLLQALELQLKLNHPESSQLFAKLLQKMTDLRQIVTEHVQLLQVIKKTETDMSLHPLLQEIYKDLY
PPARg SRC-1 ag – promotes SRC-1 coactivator recruitment by human PPARgamma. 200,000 compounds, 0.41% hits. AID 631. PPARgamma-SRC-1 coactivator recruitment biochemical assay. activation, % at 8 µM. P37231; in the data active means activation above about 19%;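 further: 0% = DMSO and 100% = reference agonist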
ROMK primary – human ROMK K+ channel modulation, primary screen; P48048; Tet-inducible ROMK, thallium flux fluorescence; actives lie on both sides; B-score at 10 µM; 130,000 compounds, 2% hits; AID 1918;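 active means signal ratio slope over the read window, or its plate-corrected B-score, at least 3 SD from the plate mean, either direction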;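 further: B-score of the F/F0 ratio slope over 7 to 12 s after thallium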
TR-FRET SRC-2 ct – TR-FRET artefact, counter-screen to PPARgamma/SRC-2 agonist assay. 200,000 compounds, 0.4% hits. TR-FRET ratio at 8 µM. stronger effect = higher value; in the data active means TR-FRET ratio above about 2000; further: inactives centre near 1500
RAM network inh – blocks the yeast RAM network. inhibition, % at 50 µM. 190,000 compounds, 1.8% hits. S. cerevisiae dse1pr::URA3 reporter, 5-FOA growth OD615, 2 d; analog-sensitive cbk1-as2 kinase mutant strain;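 active means inhibition above a set limit, 3 SD over mean compound inhibition, cut at about 8.4% in these data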;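 further: 0% = DMSO-only wells with no growth and 100% = 10 µM 1-NA-PP1 full growth; inhibition rescues growth on 5-FOA so higher OD means more RAM inhibition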
PPARg SRC-3 ag – agonists of human PPARgamma SRC-3 coactivator recruitment | P37231 | biochemical PPARgamma/SRC-3 coactivator recruitment assay | activation, % at 8 µM | 200,000 compounds, 0.26% hits | AID 731; in the data active means activation above about 23%;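 further: 0% = DMSO and 100% = reference agonist; some compounds past the cut are filed as inactive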
STAT3 act – STAT3 signaling activation | 190,000 compounds, 0.91% hits | activation (% of control), % at 5.6 µM | U3A cells, IL-6 STAT3-luciferase reporter, luminescence; 100% = signal with IL-6 EC80 alone;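 active means activation above the screen-wide mean of compound activation plus 3 SD, cut at about 130% in these data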;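 further: 0% = background luminescence of wells with medium and substrate only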
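Detection: reporter luminescence signal / Assay system: STAT1-lacking human U3A cells, STAT3 luciferase reporter / Incubation: compound pre-incubation 1 h before IL-6, then 6 h stimulation at 37 °C / Control set: IL-6-only high control / Read-out: % activation relative to IL-6 control / Probe or stimulus: Interleukin-6, 33 ng/mL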
STAT1 inh – STAT1 signaling inhibition; 200,000 compounds, 0.35% hits; inhibition, % at 5.5 µM; AID 920; NIH 3T3 STAT1-luciferase reporter, IFN-gamma, luminescence;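 active means inhibition above a set limit, the mean inhibition across all tested compounds plus 3 SD, cut at about 34% in these data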;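 further: 0% = IFN-gamma with DMSO and 100% = IFN-gamma with 300 µM nifuroxazide; values of inactives mirror those of a sister screen read the other way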
STAT3 inh – reduces IL-6 driven STAT3 reporter signal; U3A cells, IL-6 STAT3-luciferase reporter, luminescence; host cell line lacks STAT1; inhibition, % at 5.5 µM; 190,000 compounds, 0.89% hits; AID 862;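 active means inhibition above the mean inhibition across all screened compounds plus 3 SD, cut at about 44% in these data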;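 further: 0% = DMSO only wells and 100% = 100 µM nifuroxazide control wells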
Numbers without * were called inactive; . = not tested or not shown.

(1) COC(=O)c1cn(C)c2ccc(S(=O)(=O)N3CCOCC3)cc2c1=O
(2) COCCn1c(N)c(N(Cc2ccccc2)C(=O)C2CCCC2)c(=O)[nH]c1=O
(3) Cc1c(C(=O)NCc2cccnc2)oc2ccc(S(=O)(=O)N3CCCCC3)cc12
(4) Clc1cccc(NCc2nnc3n2CCCCC3)c1
(5) CCOc1cc(S(=O)(=O)NCc2ccc(OC)cc2)c(OCC)cc1-n1cnnn1
Compound	1	2	3	4	5
TLR4-MyD88 BLA	3.3	8.0	19.3	-1.0	-4.7
PPARg SRC2 recr	5.3	-3.8	5.9	-1.2	0.4
STAT1 inh	-3.7	2.4	9.2	-11.2	-1.6
ROMK primary	0.169	0.315	.	-0.134	-0.11
TR-FRET SRC-2 ct	1583	1620	1532	1644	1602
PPARg SRC-1 ag	-0.2	4.5	8.3	-2.8	3.4
STAT3 inh	5.9	-8.3	-2.0	6.6	-8.7
S1P3 antagonist	2.9	2.6	-9.9	4.7	.
PPARg SRC-3 ag	-0.7	-3.7	8.7	-2.1	6.3
RAM network inh	0.9	0.2	-0.8	1.0	0.1
STAT3 act	96.8	107.8	105.5	100.9	107.4

(6) CCCCNC(=O)COC(=O)CCC(=O)c1cccs1
(7) Cc1cnc(C(=O)Nc2ccccc2-n2cccc2)cn1
(8) COc1ccc(-c2nc3ccccc3c(=O)n2CCOc2cc(C)ccc2C)cc1
(9) Cc1ccccc1-n1nnnc1SCc1csc(-c2ccccc2)n1
(10) COc1ccccc1OCCNc1nc2c(c(=O)n(C)c(=O)n2C)n1C
Compound	6	7	8	9	10
TLR4-MyD88 BLA	7.3	1.8	4.5	2.6	7.5
PPARg SRC2 recr	-0.8	-4.0	13.5	-0.2	1.4
STAT1 inh	0.9	2.6	3.3	-0.4	1.2
ROMK primary	.	0.207	0.228	.	0.847
TR-FRET SRC-2 ct	1398	1515	1716	1484	1407
PPARg SRC-1 ag	-3.8	1.5	-7.5	-1.6	-3.0
STAT3 inh	3.2	-1.0	-4.6	2.3	3.8
S1P3 antagonist	-6.5	9.8	0.0	11.4	.
PPARg SRC-3 ag	0.8	-3.9	-2.1	2.1	7.1
RAM network inh	-0.5	0.5	14.0*	8.7*	5.0
STAT3 act	96.7	103.2	101.7	102.5	98.6

(11) Cc1csc(NC(=O)c2nc(-c3ccccc3)n(-c3ccccc3)n2)n1
(12) CCC(C)(C)n1nnnc1C(c1cc(OC)ccc1OC)N1CCC(C(N)=O)CC1 (configuration not stated)
(13) O=c1cc(CN2CCOCC2)nc(C2CC2)[nH]1
(14) COc1ccc(NC(=S)NC2CCN(Cc3ccccc3)CC2)cc1OC
(15) O=C(Nc1ccc(Cl)cc1)Nc1ccccc1NS(=O)(=O)c1cccs1
Compound	11	12	13	14	15
TLR4-MyD88 BLA	6.6	-14.1	-8.4	4.1	2.2
PPARg SRC2 recr	-3.9	-3.6	-7.3	-1.9	4.2
STAT1 inh	10.4	7.1	1.9	-4.0	2.5
ROMK primary	-0.27	-0.377	.	-0.0394	-1.95
TR-FRET SRC-2 ct	1793	1380	1582	1623	1341
PPARg SRC-1 ag	-2.0	-3.8	-5.2	-5.4	-4.3
STAT3 inh	4.1	5.2	-3.3	11.2	9.0
S1P3 antagonist	-2.5	.	.	-6.4	-3.2
PPARg SRC-3 ag	4.2	5.2	7.0	-0.6	3.1
RAM network inh	0.9	1.0	0.4	3.4	1.1
STAT3 act	100.2	99.1	107.5	95.6	99.4

Nos. 9 through 15 from above:
(9) Cc1ccccc1-n1nnnc1SCc1csc(-c2ccccc2)n1
(10) COc1ccccc1OCCNc1nc2c(c(=O)n(C)c(=O)n2C)n1C
(11) Cc1csc(NC(=O)c2nc(-c3ccccc3)n(-c3ccccc3)n2)n1
(12) CCC(C)(C)n1nnnc1C(c1cc(OC)ccc1OC)N1CCC(C(N)=O)CC1 (configuration not stated)
(13) O=c1cc(CN2CCOCC2)nc(C2CC2)[nH]1
(14) COc1ccc(NC(=S)NC2CCN(Cc3ccccc3)CC2)cc1OC
(15) O=C(Nc1ccc(Cl)cc1)Nc1ccccc1NS(=O)(=O)c1cccs1
Compound	9	10	11	12	13	14	15
TLR4-MyD88 BLA	2.6	7.5	6.6	-14.1	-8.4	4.1	2.2
PPARg SRC2 recr	-0.2	1.4	-3.9	-3.6	-7.3	-1.9	4.2
STAT1 inh	-0.4	1.2	10.4	7.1	1.9	-4.0	2.5
ROMK primary	.	0.847	-0.27	-0.377	.	-0.0394	-1.95
TR-FRET SRC-2 ct	1484	1407	1793	1380	1582	1623	1341
PPARg SRC-1 ag	-1.6	-3.0	-2.0	-3.8	-5.2	-5.4	-4.3
STAT3 inh	2.3	3.8	4.1	5.2	-3.3	11.2	9.0
S1P3 antagonist	11.4	.	-2.5	.	.	-6.4	-3.2
PPARg SRC-3 ag	2.1	7.1	4.2	5.2	7.0	-0.6	3.1
RAM network inh	8.7*	5.0	0.9	1.0	0.4	3.4	1.1
STAT3 act	102.5	98.6	100.2	99.1	107.5	95.6	99.4

Additional compounds follow:
(16) Cc1csc(NC(=O)C2CCCCC2C(=O)O)n1 (configuration not stated)
(17) O=C(CCc1ccccc1)NCC1OCCc2ccccc21 (configuration not stated)
(18) CCn1c(=O)c2cc(C(=O)NCc3cccs3)sc2c2ccccc21
(19) Cc1ccc(S(=O)(=O)NCCc2nnc3ccc(NCCCOC(C)C)nn23)cc1
(20) COc1ccc(CCNC(=O)CN(c2ccccc2OC)S(C)(=O)=O)cc1OC
Compound	16	17	18	19	20
TLR4-MyD88 BLA	-9.1	-8.3	-21.2	8.4	-5.5
PPARg SRC2 recr	3.6	3.4	-0.7	1.0	2.6
STAT1 inh	-3.4	-6.8	-1.2	5.7	3.9
ROMK primary	.	-0.171	.	-0.145	.
TR-FRET SRC-2 ct	1458	1465	1583	1509	1511
PPARg SRC-1 ag	6.5	6.4	-2.0	10.4	-3.5
STAT3 inh	17.1	11.3	.	1.6	6.9
S1P3 antagonist	-53.4	4.9	12.7	-2.0	-8.2
PPARg SRC-3 ag	-4.6	3.0	1.2	2.8	0.5
RAM network inh	-0.3	1.5	9.9*	2.4	0.6
STAT3 act	89.0	96.9	.	100.3	99.3

Profiles from above.
Shown for O=C(CCc1ccccc1)NCC1OCCc2ccccc21 (configuration not stated) : TLR4-MyD88 BLA: -8.3; PPARg SRC2 recr: 3.4; STAT1 inh: -6.8; ROMK primary: -0.171; TR-FRET SRC-2 ct: 1465; PPARg SRC-1 ag: 6.4; STAT3 inh: 11.3; S1P3 antagonist: 4.9; PPARg SRC-3 ag: 3.0; RAM network inh: 1.5; STAT3 act: 96.9
Shown for Cc1csc(NC(=O)C2CCCCC2C(=O)O)n1 (configuration not stated) : TLR4-MyD88 BLA: -9.1; PPARg SRC2 recr: 3.6; STAT1 inh: -3.4; ROMK primary: .; TR-FRET SRC-2 ct: 1458; PPARg SRC-1 ag: 6.5; STAT3 inh: 17.1; S1P3 antagonist: -53.4; PPARg SRC-3 ag: -4.6; RAM network inh: -0.3; STAT3 act: 89.0

The results go on.
(21) O/N=C(\Cc1cscn1)c1ccc(O)cc1O
(22) O=[N+]([O-])c1ccccc1Nc1ccccc1
(23) NC(=O)c1cn(-c2ccccc2)nc1-c1cccnc1
(24) O=C1NC2CCCCC2NC1CC(=O)N1CCN(c2ccccc2)CC1 (configuration not stated)
Compound	21	22	23	24
TLR4-MyD88 BLA	1.5	-13.4	-9.3	0.4
PPARg SRC2 recr	3.6	-5.5	4.4	6.9
STAT1 inh	-2.8	-6.2	-1.4	-0.9
ROMK primary	0.00419	0.305	.	-0.16
TR-FRET SRC-2 ct	1502	1323	1619	1758
PPARg SRC-1 ag	2.0	3.3	-1.6	2.7
STAT3 inh	9.5	11.9	10.6	11.8
S1P3 antagonist	12.9	-4.3	4.1	-3.7
PPARg SRC-3 ag	4.5	-2.3	4.8	13.8
RAM network inh	0.5	2.3	3.0	.
STAT3 act	99.5	96.3	94.7	93.7

Source: PubChem BioAssay (several laboratories)
